Assay outcomes: PubChem BioAssay, National Center for Advancing Translational Sciences (NCATS)
L3MBTL1 inh: L3MBTL1 (human) inhibition | Potency, µM (titrated, usually from 57.1 µM), inactives show top-dose activity, negative = inhibition, actives largely listed as inhibitors | AlphaScreen L3MBTL1–H3K9me1 peptide binding | 230,000 compounds, 0.66% hits | Q9Y468; active = well fitted inhibition curve with a large enough effect; inconclusive = small, poorly fitted or top-dose-only effect; inactive = no such curve, though single readings can be large or run the other way; also: nearly all actives have a fitted effect of over 60% in size
Target sequence (Q9Y468 whole entry, looked up): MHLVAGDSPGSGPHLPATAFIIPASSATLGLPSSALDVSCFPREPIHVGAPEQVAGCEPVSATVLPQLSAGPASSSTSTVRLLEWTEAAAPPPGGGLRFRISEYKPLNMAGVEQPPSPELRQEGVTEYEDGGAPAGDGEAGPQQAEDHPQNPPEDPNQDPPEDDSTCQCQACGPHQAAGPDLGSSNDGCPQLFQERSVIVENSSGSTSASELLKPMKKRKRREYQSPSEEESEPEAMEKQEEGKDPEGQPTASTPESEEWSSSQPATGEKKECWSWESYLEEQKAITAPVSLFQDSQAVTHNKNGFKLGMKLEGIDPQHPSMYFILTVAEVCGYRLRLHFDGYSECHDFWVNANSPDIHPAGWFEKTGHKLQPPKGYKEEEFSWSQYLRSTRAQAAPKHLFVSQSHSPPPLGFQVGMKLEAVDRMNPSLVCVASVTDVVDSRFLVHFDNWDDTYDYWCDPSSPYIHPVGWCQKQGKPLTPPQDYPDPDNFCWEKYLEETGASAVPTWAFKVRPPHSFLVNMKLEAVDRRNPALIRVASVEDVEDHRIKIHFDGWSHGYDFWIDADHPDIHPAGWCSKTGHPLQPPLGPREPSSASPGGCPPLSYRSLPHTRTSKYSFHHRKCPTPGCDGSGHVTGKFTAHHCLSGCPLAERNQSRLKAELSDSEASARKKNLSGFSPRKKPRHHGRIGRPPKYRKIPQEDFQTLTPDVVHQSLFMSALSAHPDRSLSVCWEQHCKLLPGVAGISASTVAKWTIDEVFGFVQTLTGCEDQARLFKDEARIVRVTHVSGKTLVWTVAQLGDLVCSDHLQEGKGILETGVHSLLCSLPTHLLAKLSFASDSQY
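L3MBTL1 (50 nM) pre-complexed 30 min with biotinylated H3(1-15)K9me1 peptide (75 nM), then compounds added for 30 min at room temperature; AlphaScreen streptavidin donor/nickel chelate acceptor beads (10 ug/mL final) read after 30 min dark incubation.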
* hit, by the source's call; ? = inconclusive; [ ] = remark or other dose. % is scaled to controls: 0 for no effect and ±100 for the full control effect; potency is read from the fitted curve at half-maximal effect.

The first 4 entries, to show the layout:
| L3MBTL1 inh | Compound |
| --- | --- |
| -19% | COc1ccc(S(=O)(=O)N(C)C[C@H]2Oc3ccc(NC(=O)Nc4ccc5c(c4)OCO5)cc3C(=O)N([C@H](C)CO)C[C@@H]2C)cc1 |
| -6% | COc1ccccc1NS(=O)(=O)c1cccc(C(=O)NNC(=O)c2ccc(NC(C)=O)cc2)c1 |
| 36%[activator] | Cc1ccc(NC(=O)CN2CCOCC2)cc1S(=O)(=O)N1CCCCC1 |
| 0% | O=S1(=O)[C@H]2C[C@@H]3C=C[C@@]2(CN1Cc1cccc(C(F)(F)F)c1)O3 |

The list itself (from the top)
| L3MBTL1 inh | Compound |
| --- | --- |
| -19% | COc1ccc(S(=O)(=O)N(C)C[C@H]2Oc3ccc(NC(=O)Nc4ccc5c(c4)OCO5)cc3C(=O)N([C@H](C)CO)C[C@@H]2C)cc1 |
| -6% | COc1ccccc1NS(=O)(=O)c1cccc(C(=O)NNC(=O)c2ccc(NC(C)=O)cc2)c1 |
| 36%[activator] | Cc1ccc(NC(=O)CN2CCOCC2)cc1S(=O)(=O)N1CCCCC1 |
| 0% | O=S1(=O)[C@H]2C[C@@H]3C=C[C@@]2(CN1Cc1cccc(C(F)(F)F)c1)O3 |
| -10% | CN1CCC(N(C)C(=O)c2cccc(S(=O)(=O)N3CCc4ccccc43)c2)CC1 |
| 0% | CCN(CC(=O)Nc1ccccc1OC)C(=O)CN1C(=O)NC(C)(c2ccccc2)C1=O (stereo not drawn) |
| 11% | CC1CCCCC1NCC(=O)Nc1ccccc1C(=O)Nc1ccccc1 (stereo not drawn) |
| 7% | Cc1csc(=O)n1CC(=O)OCC(=O)Nc1ccc(C(N)=O)cc1 |
| 4% | Cc1cn([C@H]2C[C@H](O)[C@@H](COS(=O)(=O)O)O2)c(=O)[nH]c1=O |
| -5% | COc1ccccc1NC(=O)c1cnc(SCC(=O)NCCc2ccccc2)n(C)c1=O |
| 9% | Cc1cccnc1NC(=O)c1ccc(C(=O)c2ccccc2)cc1 |
| -2% | C/C(=N\NC(=O)C(c1ccccc1)c1ccccc1)c1ccc(O)cc1 |
| 7% | C=CCN(c1ccccc1)S(=O)(=O)c1ccc2c(c1)NC(=O)C(C)C(=O)N2 (stereo not drawn) |
| -16% | CC(C)(C)C(=O)NCc1ccc(C(=O)CN2C(=O)NC3(CCCC3)C2=O)s1 |
| -1%[2.29 µM] | CCNCCC(=O)N1c2ccccc2Sc2ccc(C(F)(F)F)cc21 |
| 6% | CC1CCCN(C(=O)Cn2nnc(-c3ccc(N(C)C)cc3)n2)C1 (stereo not drawn) |
| 0% | O=C(Nc1cccc(S(=O)(=O)N2CCCCC2)c1)C1COc2ccccc2O1 (stereo not drawn) |
| 5% | O=C(CSc1nnnn1C1CC2C=CC1C2)Nc1ccc(C(=O)O)cc1 (stereo not drawn) |
| -15% | O=C(NC(=S)NCc1ccco1)c1ccc([N+](=O)[O-])cc1 |
| 0% | Cc1cccc(C(=O)OCC(=O)NC(C)C2CC3CCC2C3)c1O (stereo not drawn) |
| 27% | CC(C)(C)c1ccc(C(=O)CCC(=O)NCc2ccccc2)cc1 |
| -6% | COc1ccc(OC)c(NC(=O)COC(=O)c2n[nH]c3ccccc23)c1 |
| 5% | CC(NCC(=O)Nc1ccccc1C(=O)NC1CC1)c1cccc(Cl)c1 (stereo not drawn) |
| 8% | CCCCN(C1CCS(=O)(=O)C1)S(=O)(=O)c1ccc(C(C)C)cc1 (stereo not drawn) |
| -4% | COc1ccc(S(=O)(=O)N2CCCCC2)cc1NC(=O)CNc1ccccc1N1CCCC1=O |
| 5% | COc1ccccc1CN(C)C(=O)COC(=O)c1c(C)noc1C |
| 6% | CCOc1cc(N2CCOCC2)c(OCC)cc1NC(=O)COC(=O)c1ccc(Cl)nc1 |
| -1% | CC(C)c1ccc(NC(=O)CCCN2C(=O)NC(C)(C)C2=O)cc1 |
| 0% | N#Cc1ccccc1OCC(=O)NC(=O)NC1CCS(=O)(=O)C1 (stereo not drawn) |
| 0% | O=C(COC(=O)c1cccc(Cl)c1)NC1CCS(=O)(=O)C1 (stereo not drawn) |

Brought forward from above: two compounds; new compounds follow.
| L3MBTL1 inh | Compound |
| --- | --- |
| 0% | N#Cc1ccccc1OCC(=O)NC(=O)NC1CCS(=O)(=O)C1 (stereo not drawn) |
| 0% | O=C(COC(=O)c1cccc(Cl)c1)NC1CCS(=O)(=O)C1 (stereo not drawn) |
| -4% | COc1cc(OC)cc(-c2c(-c3cccs3)c3cc(-c4cc(OC)c(OC)c(OC)c4)ccc3n2C)c1 |
| 6% | CCOC(=O)CNC(=O)CSc1ccc(-c2nc3ccccc3[nH]2)cn1 |
| -5% | COc1ccccc1NS(=O)(=O)c1ccc(C)c(C(=O)N2CCCC2)c1 |
| 0% | CC(=O)Nc1ccc(S(=O)(=O)N(C)CC(=O)N/N=C/c2ccc(C(=O)O)cc2)cc1 |
| 1% | O=C(CNC1CCCCC1)Nc1cccc(C(F)(F)F)c1 |
| -4% | CCc1ccccc1Oc1ccc(S(=O)(=O)N2CCN(C)CC2)cn1 |
| ? | CCN(c1ccc(NC(=O)CCc2nc3sc4c(c3c(=O)[nH]2)CCCC4)cc1)C(C)C |
| 0% | CC(C)(C)OC(=O)NCc1ccc(NC(=O)c2nc[nH]c2C(=O)NCCCCNC(=O)c2[nH]cnc2C(=O)Nc2ccc(CNC(=O)OC(C)(C)C)cc2)cc1 |
| 2% | COc1ccc(S(=O)(=O)N2CCOC2CNC(=O)C(=O)NCCc2ccccc2OC)cc1C (stereo not drawn) |
| -1% | C[C@@H](CSc1ccccc1)CN1CC[C@H](NC(=O)OCc2ccccc2)CCC1=O |
| -15% | O=[N+]([O-])c1c(Nc2cccc(O)c2)cc(Cl)c2nonc12 |
| 5% | CN(C)P(=O)(Nc1cccc2ccccc12)Nc1cccc2ccccc12 |
| 32%[activator] | CCOc1ccc(S(=O)(=O)N2CCN(CN3C(=O)CC4(CCCC4)C3=O)CC2)cc1 |
| -13% | CC1(c2ccccc2Cl)NC(=O)N(CC(=O)N2CCc3ccccc3C2)C1=O (stereo not drawn) |
| -9% | CCCc1cc(NC(=O)COC(=O)c2nccnc2N)n(-c2ccccc2)n1 |
| 7% | Cc1cccc(CCN2CCN=C2Nc2ccccc2)c1 |
| -12% | CCC(=O)Nc1ccc(NC(=O)c2cccc3c(Br)cccc23)cc1 |
| -9% | Cc1ccc(NC(=O)c2ncn(CC(=O)NCc3ccc4[nH]ccc4c3)n2)cc1C |
| -4% | CCCc1cc(=O)oc2c(C)c(OCC(=O)N3C[C@H]4C[C@@H](C3)c3cccc(=O)n3C4)ccc12 |
| -7% | COc1ccccc1NS(=O)(=O)c1ccc(C)c(C(=O)Nc2cc(C)on2)c1 |
| -9% | N#CC1=C(N)Oc2cc(N)ccc2C1c1cc(Br)cs1 (stereo not drawn) |
| -2% | COC(=O)c1ccc(CNC(=O)c2ccc3c(c2)S(=O)(=O)N=C2CCCCCN23)cc1 |
| 6% | CC(C)(C)CC(=O)N1CCN(c2ccc(S(=O)(=O)N3CCOCC3)cc2[N+](=O)[O-])CC1 |
| -4% | CCN1CCN(C(=O)C2CCN(C(=O)Nc3ccccc3)CC2)CC1 |
| 4% | COc1ccc(-n2c(COc3ccc(C)cc3)n[nH]c2=S)cc1 |
| -3%[2.29 µM] | Cc1cccc(NS(=O)(=O)c2ccc(C(C)(C)C)cc2)n1 |
| 2% | CC(CCCCCCCCC(=O)O)N(CCO)C(=O)OC(C)(C)C (stereo not drawn) |
| -5%[2.29 µM] | COc1ccc(N2CCN(c3nc(C)c(C)c(=O)[nH]3)CC2)cc1 |
| -2% | CC(C)(C)OC(=O)C[C@H]1C/C=C\C[C@@H](CC(=O)N[C@@H](CO)Cc2ccccc2)C(=O)NC[C@H](c2ccccc2)OC1=O |
| -9% | NC(=O)c1nc(C(=O)N2CCN(c3ccccc3)CC2)c2ccccc2n1 |

An excerpt from above in order of their number in L3MBTL1 inh, descending.
molecule	L3MBTL1 inh
CCCc1cc(NC(=O)COC(=O)c2nccnc2N)n(-c2ccccc2)n1	-9%
CCC(=O)Nc1ccc(NC(=O)c2cccc3c(Br)cccc23)cc1	-12%
CC1(c2ccccc2Cl)NC(=O)N(CC(=O)N2CCc3ccccc3C2)C1=O (stereo not drawn)	-13%

Part of the list above, with bars between the fields.
mol | L3MBTL1 inh
O=C(COC(=O)c1cccc(Cl)c1)NC1CCS(=O)(=O)C1 (stereo not drawn) | 0%
COc1cc(OC)cc(-c2c(-c3cccs3)c3cc(-c4cc(OC)c(OC)c(OC)c4)ccc3n2C)c1 | -4%

Following part
| L3MBTL1 inh | Compound |
| --- | --- |
| 26% | COc1cc(C(=O)N2CCN(C3CCC(C)CC3)CC2)cc(OC)c1OC (stereo not drawn) |
| 1% | CCOc1ccccc1OCCN1CCCC1 |
| -1% | COc1cccc(NC(=O)/C=C/c2ccc(S(=O)(=O)N3CCOCC3)cc2)c1 |
| -2% | O=C(O)c1cccc2c1C(=O)c1ccc(-c3ccc(Cl)c(C(F)(F)F)c3)cc1S2(=O)=O |
| -1% | COc1cccc(CNC(=S)Nc2ccc(Cl)cc2C)c1 |
| -15% | CCN1CCN(CC(=O)Nc2cc(S(=O)(=O)N3CCCCC3)ccc2Cl)CC1 |
| -1% | CCOc1cc(C2NC(=O)c3ccccc3O2)ccc1OC(C)C (stereo not drawn) |
| -7% | COc1cc(Cl)c(CN2CCCC(CO)(Cc3cccc(Cl)c3)C2)cc1OC (stereo not drawn) |
| 3% | CCN1C(=NCC(C)C)N[C@@H](CCc2ccccc2)[C@H](C(=O)NCC(C)C)[C@H]1C |
| -5% | CCOC(=O)c1cnc2c(ccc3ccccc32)c1NCCN(C)C |
| 0% | COc1cc(SC)ccc1C(=O)N(CC(=O)Nc1ccccc1Br)Cc1ccco1 |
| 4% | O=C(c1ccco1)N1CCN(C(=O)c2ccccc2OCc2ccccc2)CC1 |
| 0% | CCC(CC)N1CCN(C(=O)c2cccc(Cl)c2)CC1 |
| -11% | CCOc1ccc(C(=O)Nc2ncn[nH]2)cc1 |
| -7% | CC1CC(c2ccccc2)=Nc2ccccc2N1 (stereo not drawn) |
| 0% | Cc1ccc(S(=O)(=O)CCC(=O)OC(C)C(=O)Nc2ccc(N3CCOCC3)cc2)cc1 (stereo not drawn) |
| 7% | C[C@H](CCCC/C=C/C(=O)O)O[C@@H]1O[C@@H](C)[C@H](O)C[C@H]1O |
| -1% | Cc1ccc(CC(=O)N2CCN(c3ccc([N+](=O)[O-])cc3)CC2)cc1 |
| -4% | CC(=O)Nc1ccc(NC(=O)CSc2nnnn2-c2ccccc2F)cc1 |
| 7% | Cc1ccc(C(=O)NC2CC(C)(C)NC(C)(C)C2)cc1 |
| -12% | COc1ccc2[nH]c(C)c(-c3csc(N)n3)c2c1 |
| ? | O=C(COC(=O)C1CC1)Nc1c(Cl)cccc1C(F)(F)F |
| 6% | O=c1[nH]cc(S(=O)(=O)N2CCOCC2)c(=O)[nH]1 |
| -9% | CN(CC(=O)Nc1ccc(F)cc1)C(=O)COC(=O)c1ccc(=O)n(Cc2ccccc2)n1 |
| 3% | Cc1cc(NC(=O)CSc2nc3cc(Cl)ccc3c(=O)n2C(C)C)no1 |
| -6% | O=C(COc1cccnc1[N+](=O)[O-])Nc1ccc(Cl)cc1F |
| -6% | Cc1ccc(C(=O)Nc2cccc(-c3ccc(N4CCOCC4)nn3)c2)cc1C |
| -1% | COc1cc(C(=O)NNC(=O)c2n[nH]c3ccccc23)cc(OC)c1OC |
| 4% | COc1cc(NC(C)=O)ccc1NC(=O)c1cc2ccccc2o1 |
| -14% | COc1cc2c(cc1OC)C(c1ccc(Cl)cc1)CC(=O)N2 (stereo not drawn) |
| -6% | COc1ccc(S(=O)(=O)N2CCc3ccccc32)cc1C(=O)N1CCC(C)CC1 |
| -2% | Cc1cccc(C)c1NC(=O)CN(C)C(=O)C1CC1C (stereo not drawn) |
| -1% | OC1(c2nc3ccccc3[nH]2)CCCCC1 |
| 4% | COc1ccc(OC)c(-c2csc(NC(=O)CSc3nnnn3C)n2)c1 |
| 3% | Cc1ccsc1CNCc1cc(Cl)ccc1O |
| 4% | Cc1ccc(N2CC(C(=O)OCC(=O)Nc3cccc(Cl)c3C)CC2=O)cc1 (stereo not drawn) |
| 27% | CC(C)NC(=O)c1c(CSc2ccc(Cl)cc2)noc1C(=O)NCc1ccccc1 |
| 5% | CC[C@@]1(C(=O)OC)N[C@H](CN(C)S(=O)(=O)c2ccc(C(F)(F)F)cc2)[C@@H]2C(=O)N(C)C(=O)[C@@H]21 |
| 2% | C[C@H](CO)N1C[C@H](C)[C@@H](CN(C)S(C)(=O)=O)Oc2c(NC(=O)Cc3ccccc3)cccc2C1=O |
| -2% | CC(=O)c1c(C)[nH]c(C(=O)OCC(=O)NCCC2=CCCCC2)c1C |
| 13% | O=C(CN1C(=O)NC2(CCCC2)C1=O)Nc1nc2c(F)cc(F)cc2s1 |
| 1%[2.29 µM] | CC(C)CNC(=S)N(CCCO)Cc1cc2cc3c(cc2[nH]c1=O)OCCO3 |
| ? | CC1(c2ccccc2)NC(=O)N(CC(=O)NCC2CCCO2)C1=O (stereo not drawn) |
| 2% | Cc1ccc2nc3n(c(=O)c2c1)-c1ccc(Cl)cc1C(=O)NC3Cc1ccccc1 (stereo not drawn) |
| 2% | O=C(N[C@@H]1C/C=C\C[C@H](CC(=O)N(CCO)Cc2ccccc2)C(=O)NC[C@@H](c2ccccc2)OC1=O)OCC1c2ccccc2-c2ccccc21 |
| -6% | CCOc1ccc2c(c1)C(C)=CC(C)(C)N2S(=O)(=O)c1ccc(F)cc1 |
| -6% | COc1ccc(OC)c(NC(=O)CN2C(=O)NC3(CCCc4ccccc43)C2=O)c1 (stereo not drawn) |
| 13% | Cc1ccc(S(=O)(=O)N2CCCCC2CCNC(=O)C(=O)NC2CC2)cc1 (stereo not drawn) |
| 1% | C=CCOc1cccc(C2NC(=O)c3ccccc3O2)c1 (stereo not drawn) |
| 8% | COc1cc(Cl)c(C)cc1NC(=O)COC(=O)C1CC1C (stereo not drawn) |

Some of the compounds tested; rates above refer to the full screens.
